# Screening results deposited in PubChem BioAssay by several laboratories.
# PKA-R2B activ: activators of PKA-R2B holoenzyme, primary screen, biochemical, fluorescence polarization, Cy5-IP20, human. PKA-R2B holoenzyme dissociation; R2B truncated from residue 108, S112A mutant; 0% DMSO only, 100% 113 µM cGMP. 340,000 tested, 0.079% active. cAMP-dependent protein kinase catalytic subunit beta (Homo sapiens) + cAMP-dependent …. AID 504700, 2011. activation, % at 11.4 µM;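 active means activation above a cutoff set at the mean over all compounds plus 3 SD, cut at about 18% in these data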;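 further: higher means more holoenzyme dissociation and a rise in polarization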
# Target sequence (P31323 whole entry, looked up, other chains not shown, the tested form may be a part): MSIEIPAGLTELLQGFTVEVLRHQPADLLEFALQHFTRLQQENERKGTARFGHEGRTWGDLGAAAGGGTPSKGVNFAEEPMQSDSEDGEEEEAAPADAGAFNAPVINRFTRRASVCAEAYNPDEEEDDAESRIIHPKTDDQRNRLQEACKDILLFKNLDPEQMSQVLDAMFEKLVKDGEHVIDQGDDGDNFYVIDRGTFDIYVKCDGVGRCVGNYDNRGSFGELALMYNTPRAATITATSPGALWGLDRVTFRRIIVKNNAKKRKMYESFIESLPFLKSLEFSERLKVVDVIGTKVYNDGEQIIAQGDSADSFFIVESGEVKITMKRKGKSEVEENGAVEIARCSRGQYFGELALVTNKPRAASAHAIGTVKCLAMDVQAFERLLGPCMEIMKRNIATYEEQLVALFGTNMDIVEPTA
# Ecoli viability: E. coli V3065 growth inhibition, primary screen, counter-screen for AddAB inhibitor project, absorbance, OD600; inhibition, % at 11.9 µM; 330,000 tested, 0.27% active; AID 449728, 2010; 18 h;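 active means inhibition above the campaign's mean inhibition across all tested compounds plus 3 SD, cut at about 9.9% in these data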;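 further: uninfected addAB+ strain grown without phage in ampicillin broth; 0% = DMSO wells and 100% = ciprofloxacin 0.95 µg/ml wells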
# phage Ecoli inh: growth loss of phage-infected E. coli, primary screen, RecBCD inhibitor project, absorbance, with phage, HTS. inhibition, % at 11.9 µM. 360,000 tested, 0.26% active; in the data active means inhibition above about 11%
# CDK5 p35 inh: inhibitors of human CDK5/p35 kinase, primary screen, biochemical, single concentration. Recombinant CDK5/p35, ADP-Glo luminescence, 60 min. inhibition, % at 10 µM. 330,000 tested, 0.01% active. AID 488839, 2010;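 active means highest replicate inhibition of at least 50% and at least 75% of replicates reaching 50%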;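 further: plate controls were DMSO neutral control for no effect and GW8510 at 10 µM for full effect; many of its hits are not listed in these tables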
# Target sequence (Q00535 whole entry, looked up): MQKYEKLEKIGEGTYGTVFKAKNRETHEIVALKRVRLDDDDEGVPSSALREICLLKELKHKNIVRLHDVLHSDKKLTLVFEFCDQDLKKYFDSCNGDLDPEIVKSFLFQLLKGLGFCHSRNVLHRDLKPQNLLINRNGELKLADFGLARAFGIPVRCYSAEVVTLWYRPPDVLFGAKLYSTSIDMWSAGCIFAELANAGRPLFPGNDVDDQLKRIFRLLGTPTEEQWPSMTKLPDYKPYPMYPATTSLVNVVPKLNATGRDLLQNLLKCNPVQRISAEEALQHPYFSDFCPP
# Target sequence (Q15078 whole entry, looked up): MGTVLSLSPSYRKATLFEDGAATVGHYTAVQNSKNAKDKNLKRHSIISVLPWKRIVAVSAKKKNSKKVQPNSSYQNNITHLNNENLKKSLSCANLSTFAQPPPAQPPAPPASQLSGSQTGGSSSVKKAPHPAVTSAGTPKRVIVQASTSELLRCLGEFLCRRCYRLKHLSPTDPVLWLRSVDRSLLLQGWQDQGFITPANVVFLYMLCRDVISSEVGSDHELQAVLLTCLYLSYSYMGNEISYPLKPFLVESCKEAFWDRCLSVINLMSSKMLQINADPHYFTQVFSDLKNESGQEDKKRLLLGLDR
# PKA-R1A activ: activators of PKA-R1A holoenzyme, primary screen, biochemical, fluorescence polarization, Cy5-IP20, bovine R1A, mouse PKAc; cAMP-dependent protein kinase type I-alpha regulatory subunit (Bos taurus) + …; PKA-R1A dissociation; scaled: DMSO 0%, 113 µM cGMP 100%; activation, % at 11.4 µM; 340,000 tested, 0.083% active; AID 504707, 2011;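 active means percent activation above the mean of all tested compounds plus 3 SD, cut at about 19% in these data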;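 further: higher means more PKAc released from R1A so a rise in polarization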
# AddAB inh: growth inhibition of E. coli expressing H. pylori AddAB, primary screen, AddAB inhibitor project, absorbance; inhibition, % at 11.9 µM; 330,000 tested, 0.29% active; AID 435030, 2010; in the data active means inhibition above about 12%;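 further: 0% = vehicle wells of infected cells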
# HTR5A inv ag: HTR5A inverse agonists in luminescence cell assay, primary screen, counter-screen for OPRM1-OPRD1 heterodimer inverse agonist project, full-deck HTS | 5-hydroxytryptamine receptor 5A (Homo sapiens), P47898 | HTR5A cell line, inverse agonism | inhibition, % at 9.3 µM | 340,000 tested, 0.083% active | AID 504634, 2011; in the data active means inhibition mostly above about 23%, no sharp cut-off; inactive means mostly below about 18%;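 further: 0% = cells with DMSO and 100% = no-cell wells with DMSO; some compounds called inactive have numbers as strong as hits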
# DAGLB inhibitor: DAGLB lipase inhibitors, primary screen, biochemical, fluorescence, HTS. HEK293T DAGLB membrane lysate, EnzChek fluorogenic substrate. 340,000 tested, 0.059% active. inhibition, % at 5.17 µM. Diacylglycerol lipase-beta (Homo sapiens), Q8NCG7; in the data active means inhibition above about 34%;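 further: 0% = enzyme with vehicle and 100% = wells lacking enzyme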
# Tat transport: E. coli Tat export inhibitors, primary screen, MC4100, TorA-mCherry reporter, fluorescence, single point | inhibition, % at 10 µM | 340,000 tested, 0.036% active;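 active means mean replicate inhibition at least 50% and at least half of replicates individually reaching 50%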;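 further: exported cargo escapes ClpAP degradation while cytoplasmic cargo is degraded and loses fluorescence; 0% = median of neutral control wells and 100% = median of NaSCN control wells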
# SUMO Mot1 rescue: yeast Mot1-301 growth rescue at high temperature, primary screen, SUMOylation pathway inhibitor project, S. cerevisiae, ATP luminescence, 38.5C | 320,000 tested, 1% active | S. cerevisiae Mot1-301 growth rescue; percent above DMSO median, 100 means doubled | growth rescue, % at 18.8 µM;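 active means every valid replicate shows activation above 250% relative to neutral control wells; inactive means the rest, any valid replicate at or below 250%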;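 further: OY570 slx delta 5 strain wells were the positive control but not used for scaling; some compounds called inactive have numbers as strong as hits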
# HTR5A ag: HTR5A agonists in luminescence cell assay, primary screen, counter-screen for OPRM1-OPRD1 heterodimer agonist project, full-deck HTS; 5-hydroxytryptamine receptor 5A (Homo sapiens), P47898; cell-based; activation, % at 9.3 µM; 340,000 tested, 0.61% active; AID 504692, 2011; in the data active means activation mostly above about 9.5%, no sharp cut-off; inactive means mostly below about 7.6%;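 further: 0% = cells with vehicle only and 100% = reference agonist; strong numbers were not always called active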
# Numbers without * were called inactive; nt = no result given. Compounds as they come. About 2.3% of those tested had a hit in this group.
SMILES,PKA-R2B activ,Ecoli viability,phage Ecoli inh,CDK5 p35 inh,PKA-R1A activ,AddAB inh,HTR5A inv ag,DAGLB inhibitor,Tat transport,SUMO Mot1 rescue,HTR5A ag
COc1ccc(S(=O)(=O)N2CCCCCC2)cc1C(=O)N(CC(C)C)C1CCS(=O)(=O)C1 (stereo unspecified),-9,-1.8,1.9,-1.1,-11,-1.9,24,1,-9,-2,-9
Cc1ccccc1C(=O)Nc1cc(C(F)(F)F)ccc1-n1cncn1,2,-1.2,2.9,-0.3,-2,-1.6,-21,-2,5,2,8
O=C(COc1c(F)c(F)cc(F)c1F)NC(=O)NC1CCCC1,-3,0.4,2.2,-1.3,1,0.4,-9,-5,-6,-23,5
COCCCNC(=S)Nc1c(C)cc(C)cc1C,-1,-3.0,0.3,1.9,1,2.4,3,-3,-16,-13,-3
CC(Sc1cnc2ccccc2n1)C(=O)O (stereo unspecified),1,1.3,0.8,-3.0,-10,0.5,-41,2,-3,26,0
CSc1nnc(-c2ccc([N+](=O)[O-])cc2)o1,-7,1.8,0.1,0.9,-3,2.4,-6,-1,7,22,2
O=C(NCCc1ccccc1F)C1CCC(=O)N(Cc2ccccc2F)C1 (stereo unspecified),1,-4.3,1.4,2.1,-9,0.8,-22,3,-2,3,-2
COc1ccccc1N=c1scc(-c2ccc3c(c2)NC(=O)CO3)n1CC1CCCO1 (stereo unspecified),-9,2.4,1.9,-0.2,0,0.2,-14,2,4,12,-5
COc1cc(OC)cc(C(=O)NC(c2ccccc2)c2ccccc2)c1,-9,0.5,1.6,-2.5,7,2.7,-12,-1,-5,-12,4
c1ccc2sc(Sc3ncnc4sccc34)nc2c1,2,-2.2,3.8,1.7,-3,-1.6,21,-4,-5,3,-4
Cc1ccc2[nH]cc(C(=O)CN3CCN(c4ccccc4F)CC3)c2c1,-18,-0.8,2.4,1.4,-10,-0.2,1,-2,-1,12,2
COc1ccc(N(CC(=O)Nc2cc(C)ccc2C)S(=O)(=O)c2ccccc2[N+](=O)[O-])c(OC)c1,-1,0.4,4.6,0.6,3,7.3,-24,-1,-2,-7,0
COc1ccc(CCNC(=O)c2cc(CC(C)C)on2)cc1OC,-3,-1.9,1.8,-1.3,-6,-5.4,-7,1,-2,7,2
O=C(CSc1nc2[nH]c(=O)cc(O)c2s1)Nc1ccc(Br)cc1,-7,1.6,2.0,-4.4,-3,0.2,-2,10,6,-11,6
O=C(NCc1cccnc1)c1cc2ccccc2oc1=O,10,0.2,1.3,0.7,9,-0.4,26,2,-11,-3,-6
CC(C(=O)N1CCOCC1)c1ccccc1 (stereo unspecified),-6,2.7,1.1,-0.4,-1,1.8,-33,-4,-1,-9,-1
COc1ccc(-c2csc3nc(C)nc(N4CCC(C)CC4)c23)cc1OC,-2,-1.3,2.3,0.3,-10,1.4,1,-8,10,-6,0
Cc1cc(C)c(NC(=O)C2c3ccccc3Oc3ccccc32)c(C)c1,3,-0.2,1.2,0.0,-5,3.2,-8,1,-12,-12,3
Cc1ccc(SCCC(=O)OCC(=O)Nc2ncc(Cl)cc2Cl)cc1,3,-0.5,-1.0,2.0,-2,-0.8,-8,-3,0,-6,9
O=C(CN1CCN(c2ccc(O)cc2)CC1)Nc1cc(S(=O)(=O)N2CCOCC2)ccc1Cl,5,0.3,-1.0,0.1,-3,1.6,-8,1,9,-10,2
Cc1cccc(-c2n[nH]c(=S)n2-c2ccccc2)c1[N+](=O)[O-],-9,-2.2,0.1,-0.3,-5,1.1,31,-2,-1,-6,-4
NC(=O)c1cc(S(=O)(=O)NCCc2ccccc2)cs1,-2,-1.3,1.7,0.6,8,1.9,-5,0,-3,-10,6
CCc1ccc(NC(=O)N(Cc2ccco2)C(C)c2cccs2)cc1 (stereo unspecified),3,1.2,3.1,-0.4,-1,0.9,-6,-8,10,67,2
COc1cc(/C=N/NC(N)=O)ccc1OC(=O)c1cccs1,-4,-0.6,0.9,-3.0,-5,-0.3,-19,1,19,-6,-1
COc1cccc(N/C=C/C(=O)c2ccc(OC)c(OC)c2)c1,2,0.6,-3.4,-2.2,-3,1.1,-7,-1,3,49,2
# More structures follow:
SMILES,PKA-R2B activ,Ecoli viability,phage Ecoli inh,CDK5 p35 inh,PKA-R1A activ,AddAB inh,HTR5A inv ag,DAGLB inhibitor,Tat transport,SUMO Mot1 rescue,HTR5A ag
CCCCCOc1ccc(C(=O)CCC(=O)Nc2ccc(NC(C)=O)cc2)cc1,-7,-3.8,0.9,-1.3,-18,1.0,-1,0,4,13,0
Cc1c(/C=N\NC(=O)C2(C)CC2(Cl)Cl)cnn1C (stereo unspecified),1,1.8,2.5,0.5,-13,2.4,28,2,4,12,-1
COc1ccc(NC(=O)Nc2cc(C(=O)O)ccc2N2CC3CC(C2)c2cccc(=O)n2C3)c(OC)c1 (stereo unspecified),-4,0.3,3.2,-1.0,-2,2.4,-21,-3,-9,3,-2
Cc1cccc(NC(=O)C(=O)N/N=C/c2ccncc2)c1,-15,-2.1,2.5,0.0,-9,1.3,-63,0,5,-10,-2
Cc1nn(C)c(C)c1CN(C)S(=O)(=O)c1ccc2ccccc2c1,1,0.6,-0.2,-2.5,-1,-0.9,37,-1,-1,-19,4
CCOc1nc(Nc2ccc([N+](=O)[O-])cc2)nc(NC(C)(C)C)n1,2,0.1,2.7,nt,-20,-0.3,-7,2,3,58,5
Cc1cc(C(=O)N/N=C2\CC(=O)c3ccccc32)c(C)n1-c1ccccc1,1,2.5,3.0,-0.7,-3,0.1,28,5,-10,-13,4
COc1ccc(NC(=O)CCc2ccccc2)cc1NC(=O)c1ccco1,-8,-3.4,-1.0,0.5,6,-1.2,-6,-2,4,-8,-1
CNS(=O)(=O)c1cccc(C(=O)OCC(=O)NC(C)CCc2ccccc2)c1 (stereo unspecified),-8,2.5,4.0,0.6,-1,1.2,-21,2,-3,134,6
O=C(N/N=C/c1ccc(Sc2ccccn2)o1)c1cc2ccccc2cc1O,4,-2.6,nt,-0.8,-5,-0.3,-4,6,-1,0,-1
COc1ccc(CCNC(=O)COC(=O)c2ccco2)cc1OC,1,-1.4,0.5,1.5,-1,-0.2,6,-1,-11,-22,2
NC(=O)C1=C[C@H](c2coc3ccccc3c2=O)C[C@H](OCCCCO)O1,-1,0.2,0.2,-0.5,0,-2.7,-27,-1,-11,9,9
COCC(C)n1c(SCC(=O)Nc2sccc2C(N)=O)nc2ccccc2c1=O (stereo unspecified),-9,1.8,2.0,-3.5,-13,1.5,-1,-3,-1,18,-4
COC(=O)C1CCN(C(=O)CSc2ccccc2)CC1,-2,0.8,3.5,1.0,-14,6.6,24,0,-12,-15,5
O=C1c2ccccc2C(=O)N1Nc1ccccc1,-1,1.1,-0.9,0.7,-2,3.1,-3,0,1,4,1
O=C(NCCN1CCOCC1)/C(=C\c1ccc(Br)cc1)NC(=O)c1cccs1,0,1.3,3.1,-2.3,-8,0.5,-5,-2,-1,10,1
S=C(NCCc1c[nH]c2ccccc12)NC1CCCC1,-14,-0.8,2.5,3.6,14,0.0,-15,2,0,3,5
COc1ccc(Cl)cc1N(C(=O)c1ccco1)C(C(=O)NC1CCCC1)c1ccco1 (stereo unspecified),-8,0.1,0.6,-0.7,-9,4.2,11,2,18,17,-4
Cc1ccccc1NC(=O)CN1C(=O)N/C(=C\c2ccccc2OCc2ccc(C(=O)O)cc2)C1=O,-7,-0.3,-2.1,1.2,-2,3.8,6,1,-1,3,-2
CCN(CC)c1nc(C)c(C(=S)Nc2cc([N+](=O)[O-])ccc2Cl)s1,2,-2.3,-3.4,0.7,4,0.4,21,-4,1,-6,-3
CCC(c1nnnn1Cc1ccc(F)cc1)N1CCN(C2CCCCC2)CC1 (stereo unspecified),15,-0.3,4.3,-0.7,0,4.6,-8,-2,-8,493,3
Cc1ccc([N+](=O)[O-])cc1S(=O)(=O)N1CCCN(C)CC1,6,1.4,1.8,-0.2,15,0.8,-9,0,-4,13,2
Cc1n[nH]c(=S)n1Cc1ccccc1,-14,1.9,1.1,0.4,-12,2.1,-6,4,1,146,2
Cc1ccc(S(=O)(=O)N2CCN(C(=O)COC(=O)CSc3ccc(C)c(C)c3)CC2)c(C)c1,1,nt,2.1,-2.5,-8,nt,1,-3,8,nt,2
O=C(CN1C(=O)c2ccccc2C1=O)Nc1cccc(Cl)c1,-8,0.1,3.1,-2.1,5,1.8,2,3,-2,209,-1
# (listing goes on)
SMILES,PKA-R2B activ,Ecoli viability,phage Ecoli inh,CDK5 p35 inh,PKA-R1A activ,AddAB inh,HTR5A inv ag,DAGLB inhibitor,Tat transport,SUMO Mot1 rescue,HTR5A ag
O=C1c2cnc3nc(SCc4cccc(Cl)c4)nn3c2CC2c3ccccc3CCN12 (stereo unspecified),-6,-1.7,3.6,0.4,6,0.3,20,-2,-3,nt,-1
S=C1NC[C@H](Cc2ccccc2)N1CCc1cccc2ccccc12,4,2.6,0.5,1.4,5,3.6,-12,-10,2,-2,-2
CS(=O)(=O)c1ccccc1C(=O)Nc1cc(Cl)ccc1-n1cncn1,4,1.3,0.2,0.1,-2,1.0,3,-2,-4,6,3
c1cn2cc(CSC3CCCCC3)nc2s1,-11,-1.7,-1.3,-0.1,-18,0.5,-13,0,5,-3,-5
CNC(=O)c1cccc(NC(=O)c2cc(-c3ccccc3)nc3c2cnn3C(C)C)c1,-9,-3.1,0.8,-1.8,-7,-0.2,18,0,11,-5,-7
CCCCN=C1NN=C(c2cc3ccccc3o2)CS1,-8,-1.5,2.6,1.4,2,0.1,-2,-4,-6,-5,2
CC(OC(=O)CNC(=O)c1ccc(Br)cc1)C(=O)NC1CCCCC1C (stereo unspecified),5,-3.7,0.8,0.8,-4,3.7,16,-1,-1,-10,-6
CN(C)CCCNc1oc(-c2ccc(Cl)cc2)nc1S(=O)(=O)c1ccccc1,6,-1.1,0.7,-0.1,4,0.2,4,3,1,2,5
O=C(Nc1ccc(Cl)cc1)Nc1nc(-c2ccccc2O)cs1,0,5.1,3.1,-1.4,-4,8.3,-8,-1,-5,-18,3
Cc1ccc(-c2nc(C#N)c(NCc3ccco3)o2)cc1,-8,0.6,3.1,-0.7,-7,4.8,9,-3,-5,18,-4
COc1ccc(-c2nc(Cn3c(SCc4cccc(F)c4)nc4ccncc43)c(C)o2)cc1OC,3,83*,0.0,-0.6,-10,96*,-13,2,6,-10,4
CCN1CCN(S(=O)(=O)c2ccc(Cl)c(C(=O)NC3CCCCC3)c2)CC1,-1,-0.3,2.1,-0.4,9,0.2,9,-1,0,-16,-3
